Anesthetic bind: qHTS Assay for Identification of Novel General Anesthetics | Potency, µM (doses to about 77.5 µM), without a hit: top-dose activity change, negative = displacement, hits mostly inhibitors | apoferritin/1-aminoanthracene competitive binding, fluorescence | 0.074% of 350,000 active | AID 485281, 2010; further: potency means the concentration at half of the fitted maximal effect; on the % scale 0 is the no-effect control and ±100 the full control effect; nearly all actives have a fitted effect of over 20% in size
Target sequence (P02791 2-175 limits assumed): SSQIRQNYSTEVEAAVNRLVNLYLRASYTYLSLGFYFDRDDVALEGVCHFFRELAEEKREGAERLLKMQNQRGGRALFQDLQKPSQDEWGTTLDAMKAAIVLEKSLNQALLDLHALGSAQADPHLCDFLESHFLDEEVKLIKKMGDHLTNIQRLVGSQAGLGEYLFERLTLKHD
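Steps: apoferritin (10 uM) was premixed with half-saturated 1-AMA in PBS, compounds were pin-transferred, plates stood 10 min at room temperature, fluorescence was read at 380/535 nm, and curves were fitted with a Hill equation.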
POLH inh: qHTS for Inhibitors of Polymerase Eta; DNA polymerase eta (Homo sapiens), Q9Y253; recombinant Pol eta, fluorescent DNA replication assay; Potency, µM (highest dose often 114 µM), for inactives: at the top dose activity change, negative = inhibition, actives largely listed as inhibitors; 1.2% of 390,000 active; AID 588591, 2011; further: potency means the concentration at half of the fitted maximal effect; on the % scale 0 is the no-effect control and ±100 the full control effect
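Pol eta at 10 nM preincubated with compounds 15 min at room temperature; reaction started with fluorescent substrate (50 nM final) and read kinetically at 0 and 10 min.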
Pol iota inh: qHTS for Inhibitors of Polymerase Iota; 1% of 390,000 active; Potency, µM (titrated, usually from 115 µM), for the others: at the top dose activity, negative = inhibition, usual class: inhibitors; AID 588590, 2011; DNA polymerase iota (Homo sapiens), Q9UNA4; Pol iota fluorescent replication assay, 10 min; further: potency means the concentration at half of the fitted maximal effect
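Pol iota at 10 nM preincubated 15 min with compounds at room temperature; reaction started with fluorescent substrate, 50 nM final. Fluorescence read kinetically at 0 and 10 min; buffer-only wells as negative control.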
PGK inhibitor: qHTS Assay to Find Inhibitors of Phosphoglycerate Kinase. PGK/GAPDH coupled, Kinase-Glo luminescence, 60 min. Potency, µM (highest dose often 57.5 µM), for the others: at the top dose activity change, negative = inhibition, most hits filed as inhibitors. 0.043% of 380,000 active; further: potency means the concentration at half of the fitted maximal effect; on the % scale 0 is the no-effect control and ±100 the full control effect; nearly all actives have a fitted effect of over 60% in size
Target sequence (P07378 whole entry, looked up): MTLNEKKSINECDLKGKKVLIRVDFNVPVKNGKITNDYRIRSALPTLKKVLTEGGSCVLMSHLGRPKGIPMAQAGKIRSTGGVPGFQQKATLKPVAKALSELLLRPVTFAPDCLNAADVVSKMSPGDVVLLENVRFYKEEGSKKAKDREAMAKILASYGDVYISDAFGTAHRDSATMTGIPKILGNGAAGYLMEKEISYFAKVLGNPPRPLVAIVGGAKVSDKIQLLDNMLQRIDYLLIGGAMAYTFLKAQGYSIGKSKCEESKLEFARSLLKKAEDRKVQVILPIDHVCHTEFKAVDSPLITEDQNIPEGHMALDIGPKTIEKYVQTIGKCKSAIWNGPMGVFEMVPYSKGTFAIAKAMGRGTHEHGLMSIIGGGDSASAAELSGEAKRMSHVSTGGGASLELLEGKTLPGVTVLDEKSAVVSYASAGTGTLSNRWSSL
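Luminescent ATP detection (Kinase-Glo Plus) follows a 60-minute room-temperature incubation, with wells lacking PGK as controls. Buffer: 100 mM TEA (pH 7.6), 5 mM MgCl2, 0.01% Tween-20. Coupling enzyme GAPDH (100 nM final) supplies unstable 1,3-BPG in-well.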
POLB inh: qHTS Assay for Inhibitors of DNA Polymerase Beta; P06746; Pol beta primer extension/strand displacement, fluorescence kinetic; Potency, µM (titrated, usually from 114 µM), without a hit: at the highest dose activity change, negative = inhibition, actives largely listed as inhibitors; 1.3% of 340,000 active; AID 485314, 2010; further: potency means the concentration at half of the fitted maximal effect; on the % scale 0 is the no-effect control and ±100 the full control effect
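Pol beta (10 nM) and compounds were preincubated 15 min at room temperature, then 50 nM substrate (final) started primer extension/strand displacement. Reads were taken at 0 and 10 min; concentration-response data were fitted to a four-parameter Hill equation.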
RXFP1 antagonist: qHTS Assay for Antagonists of the Relaxin Receptor RXFP1. Relaxin receptor 1 (Homo sapiens), Q9HBX9. HEK293-RXFP1, relaxin-stimulated cAMP HTRF, 30 min; hits give low values. activity change, negative = inhibition, % at 57.5 µM. 0.59% of 350,000 active;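 active means activity change of -60% or lower, but not beyond a set lower limit; inconclusive means change between -60% and -40%, or beyond the set limit; inactive means change above -40%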; further: on the % scale 0 is the no-effect control and ±100 the full control effect
APE1 inh: qHTS Assay for Inhibitors of the Human Apurinic/apyrimidinic Endonuclease 1 (APE1). DNA repair nuclease/redox regulator APEX1 (Homo sapiens), P27695. recombinant APE1, TAMRA/BHQ-2 abasic DNA cleavage fluorescence. Potency, µM (top dose mostly 65.8 µM), without a hit: at the highest dose activity change, negative = inhibition, usual class: inhibitors. 0.35% of 350,000 active. AID 2517, 2012;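 further: potency means the concentration at half of the fitted maximal effect; plate controls were vehicle for no effect and reference inhibitor for full effect; nearly all actives have a fitted effect of over 55% in size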
Target sequence (P27695 whole entry, looked up): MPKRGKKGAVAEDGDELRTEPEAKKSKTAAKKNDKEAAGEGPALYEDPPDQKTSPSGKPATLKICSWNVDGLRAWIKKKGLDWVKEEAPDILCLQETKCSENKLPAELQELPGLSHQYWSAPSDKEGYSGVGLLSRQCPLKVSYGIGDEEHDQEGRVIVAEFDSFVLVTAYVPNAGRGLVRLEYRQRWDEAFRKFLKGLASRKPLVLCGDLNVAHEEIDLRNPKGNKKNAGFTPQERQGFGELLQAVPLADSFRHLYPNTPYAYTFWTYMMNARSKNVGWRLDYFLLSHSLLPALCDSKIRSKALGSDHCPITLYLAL
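Endonuclease cleavage of a quenched abasic-site DNA duplex (50 nM) by APE1 (0.75 nM) was tracked by TAMRA dequenching. Compounds were preincubated with enzyme 15 min at room temperature; data normalized to buffer-only and DMSO wells plus NSC13755 control.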
POLK inh: qHTS for Inhibitors of Polymerase Kappa; DNA polymerase kappa (Homo sapiens), Q9UBT6; purified Pol kappa, fluorescent DNA synthesis assay, 10 min; Potency, µM (series often up to 107 µM), for inactives: at the top dose activity, negative = inhibition, actives largely listed as inhibitors; 0.53% of 400,000 active; AID 588579, 2011; further: potency means the concentration at half of the fitted maximal effect; on the % scale 0 is the no-effect control and ±100 the full control effect
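10 nM Pol kappa preincubated 15 min at room temperature with compounds, then reaction started with substrate at 50 nM final. Fluorescence read kinetically at 0 and 10 min; buffer-only wells served as negative control.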
BLM helicase inh: qHTS Assay for Inhibitors of Bloom's syndrome helicase (BLM); RecQ-like DNA helicase BLM (Homo sapiens), P54132; Potency, µM (series often up to 56.1 µM), for the others: top-dose activity change, negative = inhibition, hits mostly inhibitors; AID 2528, 2010; 0.2% of 350,000 active; recombinant BLM DNA unwinding, fluorescence dequenching;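 further: potency means the concentration at half of the fitted maximal effect; plate controls were vehicle for no effect and no enzyme for full effect; nearly all actives have a fitted effect of over 35% in size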
Active calls of the source: *; i = inactive; ? = inconclusive; . = no result given; & = joins results of further samples; [ ] = dose if it differs, or a comment. Unless noted, the call rests on the fitted dose curve; in most records, active means well fitted curve in the direction sought with a large enough effect; inconclusive means small, poorly fitted or top-dose-only effect, or another doubt; inactive means no such curve, though single readings can be large; an effect the other way counts as inactive or inconclusive. This is a subset, so the mix of outcomes need not match the whole.

Fields – Anesthetic bind	Pol iota inh	BLM helicase inh	POLB inh	PGK inhibitor	RXFP1 antagonist	POLK inh	POLH inh	APE1 inh
#1 COc1cc(C(=O)OC2C[C@H]3CC[C@@H](C2)N3)ccc1O (some centres undefined)
 : 13%	?	-3%	1%	-2%	3	-7%	1%	25%
#2 O=C(N[C@H]1CN2CCC1CC2)c1ccc(Cl)cc1
 : 1%&-15%	.	14%&-2%	.	.	.	-4%&17%[60.1 µM]	.	-3%&-3%
#3 COc1ccc(CC2C(=O)N(C)C(=O)N(C)C2=O)c(OC)c1
 : -1%	?	-3%	-14%	-11%	-29	-13%	0%	-1%
#4 CC(C)OC(=O)c1c(N)n(CC2CCCO2)c2nc3ccccc3nc12 (centres undefined)
 : 397%[activator]	9%	2%	1%	0%	-5	-6%	-9%	-7%
#5 Cc1ccc(-c2nc(CN3C(=O)CN=C(c4ccccc4)c4ccccc43)c(C)o2)cc1
 : -3%	3%	-3%	-23%	-4%	-4	-2%	-21%	.
#6 O=C(c1cc2ccccc2oc1=O)N1CCC2(CC1)OCCO2
 : 7%	9%	-2%	-2%	-7%	2	-15%	-5%	12%
#7 CC(C)OCCCNC(=O)c1c(N)n(Cc2cccs2)c2nc3ccccc3nc12
 : 133%[activator]	-4%	?	12%	0%	-4	-13%	-13%	-7%
#8 CCC(C#N)(CC)P(=S)(c1ccccc1)c1ccccc1
 : 8%	-16%	-13%	21%	-5%	-28	-1%	-19%	10%
#9 COC(=O)C(O)(c1ccc(N(C)C(=O)COc2ccccc2)cc1)C(F)(F)F (centres undefined)
 : -11%	17%	-1%	13%	-8%	-1	0%	-5%	-2%
#10 CCc1ccc(NC(=O)Cn2c(=O)oc3cc(S(=O)(=O)NCc4ccccc4)ccc32)cc1
 : -11%	-13%	-11%	20µM*	10%	.	-31%	-9%	.
#11 C=CCn1c(O)c(C=NCCN2CCNCC2)c(=O)[nH]c1=O
 : -3%	7%	-2%	1%	-6%	-8	-6%	4%	3%
#12 CNC(=O)c1cccn(Cc2ccc(C(F)(F)F)cc2)c1=O
 : -2%	64%[activator]	-1%	-5%	i	4	-2%	-15%	-4%
#13 CN(C)c1ccc(/C=C2\C(=O)NC(=O)N(CCc3ccc(F)cc3)C2=O)cc1
 : -16%	?	-4%	3%	2%	-12	-7%	-2%	1%
#14 CCOc1ccc2[nH]c(=O)c(CN(CCO)C3(c4nnnn4C4CCCCC4)CCCCC3)cc2c1
 : -1%	7%	-1%	10%	-5%	8	-12%	-18%	16%
#15 O=C(Nc1ccc2ccccc2c1)N1C[C@H]2C[C@@H](C1)c1cccc(=O)n1C2
 : -3%	-7%	2%	-2%	-9%	-8	-2%	-1%	7%
#16 CC(=O)N1CN2CN(C(C)=O)CC(C(=O)c3ccc([N+](=O)[O-])cc3)(C2)C1
 : -1%	18%	-2%	1%	-2%	-33	-13%	-5%	1%
#17 CCOC(=O)C1(c2ccccc2)CCN(CCC(=O)Nc2ccc(C(=O)OC)cc2)CC1
 : .	?	.	.	-1%	3	-12%	-15%	-11%
#18 COc1ccc(CCn2c(O)c(C=Nc3ccccc3F)c(=O)[nH]c2=O)cc1OC
 : -6%	61%[activator]	-2%	15%	-3%	7	-2%	-18%	10%
#19 N#CC1(c2ccccc2)CCN(C2CC(=O)N(c3ccc4c(c3)OCO4)C2=O)CC1 (centres undefined)
 : -2%	-6%	-1%	26%	.	-2	-18%	-18%	-7%
#20 O=C1CN=C(c2ccccc2)c2cc(Cl)ccc2N1Cc1ccc(Cl)cc1
 : 2%	43%[activator]	-1%	-3%	-6%	-24	-20%	-26%	.
#21 N=C1c2ccccc2CN1NC(=O)c1ccc(Br)o1
 : -1%	39%	-1%	-1%	-5%	-4	-2%	-16%	-9%
#22 O=C1/C(=C\c2ccc(Cl)cc2Cl)N2CCC1CC2
 : -15%	167%[activator]	-3%	2%	0%	-14	-6%	-19%	8%
#23 Cc1ccc(C(=O)Nc2ccc(Cl)cc2C(=O)c2ccccc2)cc1
 : .	24%	.	.	-8%	-7	-8%	-3%	.
#24 COc1ccc(Cl)cc1NC1=NCC(C)S1 (centres undefined)
 : -7%	-1%	-1%	7%	-3%	7	-22%	3%	4%
#25 CNP(=S)(NC)OCCOc1ccc(OC)cc1
 : -8%	-15%	0%	-17%	-7%	1	-8%	-15%	4%
#26 O=C(COc1ccccc1[N+](=O)[O-])N1CCN(CCc2ccccn2)CC1
 : -1%	15%	1%	44%	9%	-10	-2%	-5%	.
#27 O=P1(Nc2cccnc2)COc2ccccc2OC1
 : -7%	9%	-3%	?	-8%	2	5%	-2%	3%
#28 O=C(NCc1cccnc1)C(Cl)(Cl)Cl
 : -7%	13%	6%	13%	-7%	-4	-4%	-5%	-2%
#29 O=c1c2ccccc2c(C=Nc2ccc(O)cc2)c(O)n1Cc1ccccc1
 : -6%	31%[activator]	-18%	3%	-1%	-1	-16%	-2%	-8%
#30 CN1CCN(c2ncnc3ccc(Br)cc23)CC1
 : -12%	10%	-4%	-1%	-7%	8	2%	4%	1%

Of the compounds above, these have a CF3 group:
Fields – Anesthetic bind	Pol iota inh	BLM helicase inh	POLB inh	PGK inhibitor	RXFP1 antagonist	POLK inh	POLH inh	APE1 inh
#9 COC(=O)C(O)(c1ccc(N(C)C(=O)COc2ccccc2)cc1)C(F)(F)F (centres undefined)
 : -11%	17%	-1%	13%	-8%	-1	0%	-5%	-2%
#12 CNC(=O)c1cccn(Cc2ccc(C(F)(F)F)cc2)c1=O
 : -2%	64%[activator]	-1%	-5%	i	4	-2%	-15%	-4%

(list continues)
Fields – Anesthetic bind	Pol iota inh	BLM helicase inh	POLB inh	PGK inhibitor	RXFP1 antagonist	POLK inh	POLH inh	APE1 inh
#31 CCCSc1nc(O)c(CC)c(=O)n1C(C)CC (centres undefined)
 : -16%	-14%	-1%	1%	-3%	-1	-24%	0%	5%
#32 COc1ccc(OC)c(NC(=O)Cn2cc(C(=O)c3ccccc3)c3ccccc32)c1
 : -2%	4%	-7%	1%	2%	.	-26%	-21%	.
#33 CC(C)=CCOc1c2occc2cc2ccc(=O)oc12
 : -17%&-6%	13%	2%&-1%	-25%	-5%	8	-9%[60.1 µM]	-5%	?
#34 CN1C(=O)C(Cc2ccccc2)C(=O)N(C)C1=O
 : .	?	.	.	i	-3	-11%	-26%	.
#35 CCOC(=O)c1nc2ccccc2c(=O)n1-c1ccc(C)cc1C
 : ?	1%	-5%	-15%	-2%	0	-12%	-8%	4%
#36 Cc1cccc(C)c1OCC(=O)Nc1ccc(Cl)cc1C(=O)c1ccccc1
 : -12%	26%	-6%	2%	10%	-11	-5%	-5%	.
#37 N#Cc1ncc(N=Cc2ccc(N(CCCl)CCCl)cc2)s1
 : .	96%[activator]	.	.	i	-9	-2%	-3%	.
#38 CCOc1ccc(-n2c(O)c(N=Nc3c(C)n(C)n(-c4ccccc4)c3=O)c(=O)[nH]c2=O)cc1
 : -2%	43%[activator]	-1%	-27%	i	-20	-6%	-8%	2%
#39 CCCCCn1c(=O)c(C(=O)Nc2c(C)n(C)n(-c3ccccc3)c2=O)c(O)c2ccccc21
 : -4%	15%	3%	8%	10%	7	-7%	1%	-9%
#40 OCC[N+]12CCC(CC1)C(C(O)(c1ccccc1)c1ccccc1)C2 (centres undefined)
 : 5%	-8%[58.9 µM]	-1%	-18%	i	3	-5%	-12%	2%
#41 CN1CCC(N(C)c2ccc(C(N)=O)cc2[N+](=O)[O-])CC1
 : -1%	86%[activator]	0%	65%	6%	-6	-2%	-21%	1%
#42 O=C(O)c1ccc(-[n+]2c(-c3ccccc3)cc(-c3ccccc3)cc2-c2ccccc2)cc1
 : .	44%[activator]	.	.	-7%	.	-15%	-18%	9%
#43 O=[N+]([O-])c1ccc(-c2[se]c3ccccc3c2I)cc1
 : ?	.	-3%[75.6 µM]	.	.	.	-14%[60.1 µM]	.	9%
#44 O=P(Oc1ccccc1)(Oc1ccccc1)c1ccccc1
 : -8%	14%	-6%	-5%	-3%	-2	-2%	-8%	18%
#45 COc1ccc(C=C2C(=O)N(C)C(=O)N(C)C2=O)cc1COc1ccc(NC(C)=O)cc1
 : 4%	-11%	-7%	9%	i	-13	-16%	-9%	-4%
#46 N[C@@H](Cn1oc(=O)[nH]c1=O)C(=O)O
 : 16%	8%[58.9 µM]	1%	13%[57.1 µM]	-9%	.	-1%[60.1 µM]	-1%[57.1 µM]	?
#47 C[C@@H]1CC[C@@]2(OC1)O[C@H]1C[C@H]3[C@@H]4CC=C5C[C@@H](O)[C@H](O)C[C@]5(C)C4CC[C@]3(C)[C@H]1[C@@H]2C (some centres undefined)
 : 3%	?	-10%	1%	.	18	?	89µM*	29%
#48 CCOc1ccc(CN(CCc2ccc3c(c2)OCO3)Cc2cccc(Br)c2)cc1
 : 67%[activator]	17%	-5%	0%	-14%	-28	8%	7%	.
#49 CC(C)OP(=O)(OC(C)C)C(O)c1cccc([N+](=O)[O-])c1 (centres undefined)
 : -6%	43%[activator]	1%	20%	i	3	-10%	-12%	3%
#50 CCOC(=O)C1(CCOc2ccccc2)CCN(C2Cc3ccccc3C2)CC1
 : -10%	59%[activator]	0%	5%	0%	-2	-5%	-16%	3%
#51 CCCCNC(=S)N(CCN(CC)CC)Cc1cc2cc3c(cc2[nH]c1=O)OCO3
 : -2%	15%	13%	39%	-4%	9	-8%	0%	46%[activator]
#52 CC(CN(C)C1CCN(C)CC1)c1ccccc1 (centres undefined)
 : -1%	22%	1%	0%	-4%	-2	11%	0%	-7%
